# D3 antag: antagonists of human D3 dopamine receptor | D3R cells, DiscoveRx beta-arrestin luminescence, antagonist mode; hits give low values | max response, negative = inhibition, % | 360,000 tested, 2.5% active | P35462; in the data active = max response below about -50%; inconclusive = no clear call, values can overlap the other calls; also: % is scaled to controls: 0 for no effect and ±100 for the full control effect; mostly tested at two doses, the higher about 12 µM
# Target sequence (P35462 whole entry, looked up): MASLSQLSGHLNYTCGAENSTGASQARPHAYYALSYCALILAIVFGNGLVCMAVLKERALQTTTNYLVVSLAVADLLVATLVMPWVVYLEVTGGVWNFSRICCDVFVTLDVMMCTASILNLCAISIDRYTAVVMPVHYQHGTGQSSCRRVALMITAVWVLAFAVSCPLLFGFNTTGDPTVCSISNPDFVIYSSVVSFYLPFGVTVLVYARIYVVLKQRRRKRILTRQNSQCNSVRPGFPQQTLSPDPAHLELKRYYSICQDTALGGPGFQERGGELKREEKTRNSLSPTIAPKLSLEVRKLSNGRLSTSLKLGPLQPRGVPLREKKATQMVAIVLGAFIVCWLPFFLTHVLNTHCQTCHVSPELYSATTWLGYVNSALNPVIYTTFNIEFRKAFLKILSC
#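 Cells expressing the human receptor were seeded at 1500 cells/well, incubated overnight at 37 degrees C in 5% CO2, then exposed to library compounds with dopamine controls for 90 minutes at 37 degrees C before luminescent detection.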
# TDP43 rescue: rescues yeast growth from TDP-43 toxicity. TDP-43 expressing yeast growth rescue, BacTiter-Glo, 24 h. Potency, µM (highest dose often 46.1 µM), for inactives: at the top dose growth rescue (activation), most hits filed as activators. 410,000 tested, 1.8% active; also: potency is read from the fitted curve at half-maximal effect; % of control where 0% means no effect; nearly all actives have a fitted effect of over 50% in size
#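 Yeast cells expressing TDP-43 under galactose induction are exposed to compounds for 24 hr at 30 deg C. BacTiter-Glo luminescence measures growth, so protective compounds score as activators.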
# D3 ag: activates the human D3 dopamine receptor. P35462. D3R DiscoveRx beta-arrestin cells, luminescence, 90 min. max activation, %. 410,000 tested, 0.58% active; in the data active = max activation above about 30%; also: 0% is about no effect; mostly tested at two doses, the higher about 12 µM
#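 Agonist mode: compounds and dopamine controls were applied to plated cells for 90 min at 37 degrees C after an overnight attachment at 1500 cells/well. Luminescent read-out followed 30 - 60 minutes at room temperature with DiscoveRx detection reagent.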
# GLP1R inv ag: inverse agonists of human GLP-1 receptor; HEK293 GLP-1R CRE-luciferase, luminescence, 24 h; GLP-1R form is constitutively active; P43220; AID 624417; Potency, µM (series often up to 38.3 µM), inactives show top-dose activity change, negative = inhibition, usual class: inhibitors; 410,000 tested, 1.6% active; also: potency is read from the fitted curve at half-maximal effect; % is scaled to controls: 0 for no effect and ±100 for the full control effect; nearly all actives have a fitted effect of over 55% in size
#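 HEK293 cells stably co-expressing constitutively active GLP-1R and a cAMP-responsive luciferase reporter were seeded in DMEM with 10% Nu serum, given compounds after 12 h, and incubated 24 h at 37 deg C. Luminescence was then read.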
# GLP-1R agonist: activates the human GLP-1 receptor; AID 624172; 380,000 tested, 0.007% active; P43220; HEK293 GLP-1R CRE-luciferase, luminescence, 4-6 h; cells express a hypersensitive GLP-1R form; Potency, µM (doses to about 45.6 µM), for the others: top-dose activation, usual class: activators; also: potency is read from the fitted curve at half-maximal effect; % of control where 0% means no effect
# aSyn yeast inh: rescues yeast growth from alpha-synuclein toxicity; Potency, µM (series often up to 46.1 µM), inactives show top-dose growth rescue (activation), most hits filed as activators; AID 652106; 370,000 tested, 0.14% active; Yeast expressing alpha-synuclein, growth rescue, BacTiter-Glo, 24 h; also: potency is read from the fitted curve at half-maximal effect; % of control where 0% means no effect; nearly all actives have a fitted effect of over 65% in size
#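 Galactose-induced alpha-syn yeast (OD600=0.02, raffinose-pregrown) + pinned cpd, 24 hr, 30 deg C; growth by BacTiter-Glo luminescence. Growth restoration scores as activation.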
# KB-V1 cytotox: kills drug-selected multidrug resistant KB-V1 cells; AID 1347076; Potency, µM (highest dose often 46.1 µM), without a hit: at the highest dose activity change, negative = cytotoxicity, actives largely listed as cytotoxic; KB-V1 MDR cells viability, CellTiter-Glo, 72 h; 400,000 tested, 3.4% active; also: potency is read from the fitted curve at half-maximal effect; % is scaled to controls: 0 for no effect and ±100 for the full control effect; nearly all actives have a fitted effect of over 60% in size
#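 qHTS viability screen in drug-selected KB-V1 MDR cells: 72 h compound treatment at 37 degrees C, ATP luminescence end point.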
# PTHR1 ag: agonists of human PTHR1 parathyroid hormone receptor; Potency, µM (doses to about 115 µM), for the others: top-dose activation, usual class: activators; 410,000 tested, 0.075% active; Q03431; HEK293 GP2 PTHR1 cells, GloSensor cAMP luminescence, 1 h; also: potency is read from the fitted curve at half-maximal effect; nearly all actives have a fitted effect of over 55% in size; some results filed as inactive show a strong effect at the top dose; inactives centre near -15; many of its hits are not listed in these tables
# Target sequence (Q03431 whole entry, looked up): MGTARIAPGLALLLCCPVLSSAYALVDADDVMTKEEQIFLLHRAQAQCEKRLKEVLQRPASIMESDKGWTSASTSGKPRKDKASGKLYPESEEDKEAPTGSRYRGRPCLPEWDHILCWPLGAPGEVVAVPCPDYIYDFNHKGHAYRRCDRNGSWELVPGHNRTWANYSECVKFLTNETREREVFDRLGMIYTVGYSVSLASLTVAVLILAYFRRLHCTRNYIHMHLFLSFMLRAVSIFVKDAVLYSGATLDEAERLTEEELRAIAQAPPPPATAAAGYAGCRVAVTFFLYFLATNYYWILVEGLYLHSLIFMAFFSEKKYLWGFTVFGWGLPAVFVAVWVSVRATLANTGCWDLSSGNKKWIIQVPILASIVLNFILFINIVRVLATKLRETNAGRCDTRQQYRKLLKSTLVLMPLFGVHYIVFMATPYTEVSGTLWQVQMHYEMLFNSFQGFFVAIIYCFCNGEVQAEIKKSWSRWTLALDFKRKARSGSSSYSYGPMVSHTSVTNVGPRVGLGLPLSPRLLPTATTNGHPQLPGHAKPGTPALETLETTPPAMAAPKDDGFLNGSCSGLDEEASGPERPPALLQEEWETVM
#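 HEK-293-derived GP2 cells expressing PTHR1 and a GloSensor cAMP reporter, 3,000/well, plated overnight, given luciferin plus IBMX (each 0.5 mM as added) for 1 h at 37 °C, then compound for 1 h at 37 °C. Luminescence was read after 15 min at room temperature.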
# HEK293 tox: cytotoxic in the GLP-1 receptor inverse agonist counter-screen; HEK293 cAMP-luciferase reporter cells, luminescence, 24 h; 410,000 tested, 0.13% active; Potency, µM (top dose mostly 38.3 µM), for the others: at the highest dose activity change, negative = inhibition, actives largely listed as inhibitors;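 also: loss of luciferase light is scored as toxicity; potency is read from the fitted curve at half-maximal effect; % is scaled to controls: 0 for no effect and ±100 for the full control effect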
#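 Here, cytotoxicity is scored as loss of luminescence. The MLSMR collection was tested on cells seeded in medium containing 10% Nu serum, with a 24 hr compound exposure preceded by 12 hours of culture.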
# * marks the source's active call; other numbers are inactive results; i = inactive; ? = inconclusive; · = not tested or not shown; [ ] = remark or other dose. Unless noted, calls follow the shape of the dose curve; as a rule, active = well fitted curve in the direction sought with a large enough effect; inconclusive = small, poorly fitted or top-dose-only effect, or another doubt; inactive = no such curve, though single readings can be large; an effect the other way counts as inactive or inconclusive.
SMILES,D3 antag,TDP43 rescue,D3 ag,GLP1R inv ag,GLP-1R agonist,aSyn yeast inh,KB-V1 cytotox,PTHR1 ag,HEK293 tox
c1ccc(-c2noc(-c3cccnc3)n2)nc1,3.1,19.2%,8.1,-26.8%,-9.3%,-15.5%,-11.1%,-6.4%,-27.6%
CCC(Oc1cc(Cl)ccc1Cl)C(=O)NNC(=O)CCC(=O)O (stereo unspecified),-24.9,-10.0%,-8.0,0.0%,3.7%,-13.1%,1.0%,i,-11.2%
Cc1ccc(Cc2c(C)c(C#N)c3[nH]c4ccccc4n3c2=O)cc1,30.1,-16.1%,11.2,-11.2%,1.1%,-29.9%,-26.6%,-41.0%[inhibitor],-5.9%
CCOc1ccc2ncc(S(=O)(=O)c3ccccc3)c(N3CCN(c4ccc(OC)cc4)CC3)c2c1,-5.3,2.1%,-4.5,-1.9%,13.1%,3.8%,-13.0%,i,2.7%
COc1cc(NC(=O)[C@@H]2O[C@H](CO)[C@@H](O)[C@H]2O)cc(OC)c1OC,18.5,18.7%,2.1,23.1%,5.4%,-10.3%,-1.2%,-1.7%,5.2%
O=[N+]([O-])c1nn(-c2ccc3c(c2)OCCO3)n(O)c1=NC1CCN(Cc2ccccc2)CC1,5.2,14.7%,1.2,-0.6%,5.2%,0.5%,20.2%,-1.4%,-12.7%
Cc1cc(NC(=O)Cc2ccccc2[N+](=O)[O-])no1,1.3,-1.0%,1.1,2.2%,2.6%,3.1%,2.9%,i,-19.6%
COc1ccc(-c2cc(CC3(C(=O)O)CCN(C(=O)OC(C)(C)C)CC3)on2)c(OC)c1,6.1,7.2%,1.8,3.9%,1.0%,?,?,-2.9%,-24.6%
O=C(C[n+]1ccccc1)N1c2ccccc2Sc2ccccc21,4.4,?,-2.8,?,1.6%,-2.5%,6.2%,-19.8%,1.4%
COc1ccccc1CNC(=O)CNC(=O)c1cn(-c2ccccc2OC)c(=O)c2ccccc12,-10.2,-0.6%,-2.3,-4.2%[0.307 µM],-0.2%,-4.7%,2.0%,-8.2%,-10.8%[0.307 µM]
Cc1ccc2c(CNCCc3ccc(Cl)cc3)c(C(=O)O)n(Cc3ccc(F)cc3)c2c1,·,15.8%,7.0,12.2%,-3.9%,·,-15.4%,-25.2%,0.6%
CCOC(=O)Nc1ccc2c(c1)N(C(=O)N(CC)CC)c1ccccc1CC2,-6.1,12.7%,-2.9,?,17.8%,-14.5%,-8.3%,-10.7%,-9.4%
Cc1onc(-c2ccccc2)c1C(=O)OCC(=O)NC(C)c1ccc(Cl)cc1 (stereo unspecified),-26.5,?,-5.1,?,5.3%,11.0%,?,-34.2%[inhibitor],-12.1%
O=C(CS(=O)c1cccc(C(F)(F)F)c1)Nc1ccccc1Cl (stereo unspecified),-6.6,0.0%,-6.7,1.4%,-10.0%,0.0%,?,i,4.4%
COc1ccc(-c2nc(CN3CCC(C(=O)N4CCOCC4)CC3)c(C)o2)cc1C,26.9,19.1%,-2.9,19.1%,5.0%,3.5%,-6.6%,i,-2.3%
Cc1ccsc1C(=O)OCC(=O)Nc1cccc(S(=O)(=O)N2CCOCC2)c1,9.9,-8.5%,-2.0,?,11.7%,-1.7%,-23.7%,-47.1%[inhibitor],-3.0%
COc1ccc(CN2C(=O)CN=C2Nc2cc(C)ccc2C)cc1,-21.6,13.8%,1.4,?,0.5%,-9.0%,?,-29.6%,-7.9%
Cc1ccc(-c2nc(C#N)c(NCCCn3ccnc3)o2)cc1,9.0,-10.9%,-14.3,11.2%,6.3%,-1.9%,-24.7%,-24.7%,-0.3%
O=C(CN1CCN(C(=O)c2ccccc2)CC1)Nc1ccc(Br)cn1,14.7,10.7%,-21.0,0.2%,13.1%,-3.3%,-25.5%,-17.3%,14.0%
Cc1ccc(NS(=O)(=O)c2ccc(C(=O)NCCN3CCOCC3)cc2)cc1,8.0,-16.0%,-2.0,-12.0%,6.0%,0.5%,·,-14.8%,15.0%
C/C(=N/NC(=O)CCC(=O)Nc1cccc(Cl)c1)c1ccc(C)cc1,-4.6,-1.9%,1.0,3.1%,-2.2%,-1.3%,-20.3%,i,-5.9%
CC(C)C(NC(=O)OCc1ccccc1)C(=O)O (stereo unspecified),-2.9,-8.1%,5.4,9.2%,-9.4%,0.1%,7.0%,i,1.2%
COc1cccc(C(=O)N2c3ccccc3Sc3ccccc32)c1,-10.4,22.4µM*,-6.6,?,1.6%,24.3%,?,-14.3%,4.7%[1.53 µM]
O=C(/C=C/c1ccccc1)Nc1ccc(CN2CCOCC2)cc1,-6.6,8.8%,2.2,-8.3%,25.6%,-0.6%,3.5%,-50.0%[inhibitor],-8.9%
O=C(O)CCC(=O)Nc1ccc(C(=O)OCC(=O)c2ccc(Cl)cc2)cc1,-5.4,-8.2%,-3.0,-7.1%,8.3%,-2.5%,0.0%,-19.7%,0.8%
SMILES,D3 antag,TDP43 rescue,D3 ag,GLP1R inv ag,GLP-1R agonist,aSyn yeast inh,KB-V1 cytotox,PTHR1 ag,HEK293 tox
Cc1ccc(NC(=O)C2CCN(c3nc4ccccc4nc3C(F)(F)F)CC2)cc1C,·,19.5%,0.2,-1.4%,·,·,-14.9%,i,0.6%
O[C@@H]1CN(CC2CCCCC2)[C@@H](c2ccc(Cl)cc2)C[C@H]1n1cc(-c2ccc(F)cc2)nn1,-0.2,20.2%,1.9,7.8%,-2.5%,8.6%,-10.3%,i,2.2%
Cc1[nH]oc(=O)c1N=Nc1ccccc1,6.4,-48.4%[inhibitor],-3.7,-5.2%,-4.0%,-9.8%,-20.2%,-49.1%[inhibitor],?
COc1ccc(COC(=O)CCN=C2NS(=O)(=O)c3ccccc32)cc1F,0.9,4.3%,4.3,16.9%,-6.0%,-0.1%,3.3%,-7.6%,-4.0%
c1ccc(C[n+]2cccc(-c3ccccc3)c2)cc1,1.2,-16.3%,-6.5,-17.9%,-2.8%,-0.1%,27.6%,0.5%,-1.6%
O=C(O)CCn1c(-c2ccccc2)cc2ccccc21,4.7,?,3.5,0.3%,-2.1%,0.9%,5.7%,i,-1.3%
Cc1ccc[n+](CC(=O)Nc2nc3ccccc3s2)c1,3.0,2.9%,-1.1,-7.9%,-3.4%,-4.2%,14.6%,i,0.3%
C=CCn1c(CNc2ccc(C)cc2)nnc1SCC(=O)N/N=C/c1ccc(O)cc1O,140.8,8.3%,9.8,?,-9.5%,-10.8%,8.3%,-14.6%,?
Cc1ccc(C(=O)NS(=O)(=O)c2ccc(N=NN(C)C)cc2)cc1,6.7,18.0%[9.22 µM],-0.9,2.1%[7.66 µM],-2.7%,12.0%,-3.0%,-6.8%,3.5%[7.66 µM]
CCOc1ccc(CCNc2ncnc3onc(-c4ccc(Cl)cc4)c23)cc1,·,21.2%,0.7,-3.7%,·,·,·,-38.3%[inhibitor],-0.2%
CCN(CC)C(=O)C1CCCN(Cc2ccccc2C(F)(F)F)C1 (stereo unspecified),1.8,-0.6%,-3.5,-24.3%,0.4%,2.3%,-17.3%,i,-2.3%
Cc1cc(=O)cc(C)n1-c1ccc(F)cc1F,-18.9,9.3%,-0.4,1.8%,0.8%,1.1%,6.9%,-26.3%,-23.9%
Cc1cc(C(=O)NCCc2ccccc2)ccc1[N+](=O)[O-],-54.7*,12.5%,-12.3,0.0%,-7.5%,-0.7%,2.9%,-6.9%[57.5 µM],-8.1%
COc1cccc(C2=CC(=O)CC(C)(C)C2)n1,8.6,21.1%,7.9,?,-1.7%,16.1%,?,-18.3%,0.1%
COc1cccc(NC(=O)CSc2nnc(CNC(=O)c3ccccc3F)o2)c1,-7.8,0.5%,-0.2,-10.5%,3.2%,0.9%,?,i,-6.6%
c1ccc(CN(CCN2CCOCC2)Cc2ccccc2)cc1,-20.5,2.2%,-13.7,?,10.6%,3.7%,8.6%,i,-17.8%
CC(Sc1nnnn1-c1ccccc1)C(=O)NC1CCCC1 (stereo unspecified),3.0,18.5%,-7.6,-0.5%,-7.0%,-2.3%,13µM*,i,-6.4%
O=c1nccc(N/N=C/c2ccccc2)[nH]1,6.1,2.0%,3.2,5.2%,-0.7%,-9.9%,0.0%,i,3.8%
COC(=O)c1c(NC(C)=O)sc(C(=O)Nc2ccccc2F)c1C,13.2,-3.1%,4.7,16.6%,3.4%,-1.8%,-7.6%,-0.6%,5.8%
COCC(=O)Nc1nc(-c2ccccc2)c(C)s1,11.1,20.9%,2.1,1.1%,10.3%,-11.2%,?,-1.1%,5.2%
Cc1ccc(S(=O)(=O)N(CC(=O)N2CCC(C(N)=O)CC2)Cc2ccc(F)cc2)cc1,-19.9,-25.4%,-14.1,-3.6%,5.3%,-4.8%,-32.0%,-11.6%[57.5 µM],5.5%
CCCn1nnc(NC(=S)NC(=O)c2ccccc2OC)n1,-22.4,?,-2.3,-22.6%,-0.1%,1.3%,5.9%,i,2.6%
COc1ccc(-c2nc(-c3ccncc3)no2)c(OC)c1,2.8,29.1%,-2.9,?,-0.1%,2.7%,-34.9%,-24.2%,4.9%
O=C(Nc1ccccc1C(F)(F)F)N1CCCCCC1,-4.7,10.8%,2.9,?,7.8%,2.8%,12.3%,-2.4%[57.5 µM],-4.7%
O=C(CN1CCN(C(=O)C2CCCO2)CC1)Nc1ccc(Br)cc1 (stereo unspecified),10.5,7.2%,5.8,25.2%,8.2%,2.1%,-1.7%,-15.5%,1.9%
CC1(C)Oc2ccc3ccc(=O)oc3c2/C(=C/Nc2ccccc2)C1=O,152.1,8.0%,3.5,3.3%,4.1%,-0.2%,?,i,-9.6%

# These rows are one share of the data (hit frequency here may not be typical).
